SRC3 inh: human NCOA3 inhibition. Q9Y6Q9. HEK293 GAL4-SRC3 luciferase reporter, luminescence. inhibition, % at 3.6 µM. 0.17% of 360,000 active;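 active means inhibition above a per-campaign cutoff, the mean of all compounds plus 3 SD, cut at about 60% in these data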;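 further: 0% = DMSO-treated cells and 100% = gossypol-treated cells at 36 µM; higher means less SRC3-driven luciferase light from the GAL4 reporter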
TRAIL sens C8: caspase-8 TRAIL sensitization; NB7+C8 cells + TRAIL, ATPlite viability luminescence; inhibition (viability loss, TRAIL sensitization), % at 10 µM; 1% of 360,000 active;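 active means compounds causing at least 50% loss of cell viability in the single-dose screen, relative to plate controls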
TLR9-MyD88 block: blocks human TLR9 binding to MyD88 | 0.21% of 340,000 active | inhibition, % at 4.98 µM | Q9NR96+Q99836 | CHO BLA complementation TLR9-MyD88, CCF4 FRET ratio;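 active means inhibition above the mean over all tested compounds plus 3 SD, cut at about 21% in these data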;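 further: 0% = DMSO only wells and 100% = clavulanate BLA inhibitor control wells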
NOD2 RIPK2 PPI: blocks binding of human NOD2 to RIPK2; O43353; CHO BLA complementation NOD2-RIPK2, CCF4 ratio; inhibition, % at 4.98 µM; 0.38% of 360,000 active; AID 624267; in the data active means inhibition above about 21%;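 further: 0% = vehicle only and 100% = reference blocker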
Target sequence (O43353 whole entry, looked up): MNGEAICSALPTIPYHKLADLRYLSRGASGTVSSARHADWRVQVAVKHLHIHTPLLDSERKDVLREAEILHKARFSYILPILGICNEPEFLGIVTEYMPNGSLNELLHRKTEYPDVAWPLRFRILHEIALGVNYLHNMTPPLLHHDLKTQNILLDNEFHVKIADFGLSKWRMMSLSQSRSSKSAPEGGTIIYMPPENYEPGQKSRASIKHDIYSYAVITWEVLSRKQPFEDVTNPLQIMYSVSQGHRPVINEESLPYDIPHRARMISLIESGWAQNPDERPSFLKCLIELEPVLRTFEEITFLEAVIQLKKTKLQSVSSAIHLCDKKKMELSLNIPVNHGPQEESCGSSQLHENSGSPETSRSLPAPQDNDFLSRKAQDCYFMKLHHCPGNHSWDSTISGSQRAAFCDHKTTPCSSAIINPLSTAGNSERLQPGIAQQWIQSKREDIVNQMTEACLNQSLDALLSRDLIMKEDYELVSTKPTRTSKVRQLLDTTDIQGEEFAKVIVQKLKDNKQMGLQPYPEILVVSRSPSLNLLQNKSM
SRC1 inh: inhibitors of human steroid receptor coactivator 1 (SRC1) | HEK293 GAL4-SRC1 luciferase reporter, luminescence | AID 588354 | Q15788 | 0.12% of 360,000 active | inhibition, % at 3.6 µM;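 active means inhibition above the campaign mean plus 3 SD, with each screening campaign given its own cutoff, cut at about 60% in these data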;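 further: 0% = DMSO treated cells and 100% = gossypol at 36 µM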
NR2F2 inh: NR2F2 (human) inhibition, primary screen | inhibition, % at 8.6 µM | HEK293T NGFI-A luciferase reporter, luminescence | AID 686940 | 0.7% of 370,000 active;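 active means inhibition above a per-plate cutoff, mean inhibition of test wells between control levels plus 3 SD, cut at about 38% in these data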;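 further: cells cotransfected with COUP-TFII expression vector driving the NGFI-A reporter; 0% = median of COUP-TF2 test wells and 100% = reporter-only cells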
NCOA2 inhibitor: inhibits human steroid receptor coactivator 2. inhibition, % at 9 µM. HEK293 GAL4-SRC2 luciferase reporter, luminescence. AID 651957. 0.17% of 370,000 active;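 active means inhibition above the mean inhibition of all tested compounds plus 3 SD, set per campaign, cut at about 52% in these data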;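 further: 0% = DMSO treated cells and 100% = cells given Gossypol at 36 µM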
Vif inh: blocks HIV Vif function | 0.35% of 340,000 active | inhibition, % at 7.49 µM | HEK293T cells, Vif self-association by quenched fluorescence, imaging, 24 h; in the data active means inhibition above about 50%, passing the limit was not always enough; further: some results filed as inactive read as strong as hits
EBV LMP1 NFkB: inhibitors of Epstein-Barr LMP1-induced NF-kappaB reporter; AID 504558; LMP1-induced NF-kappaB luciferase reporter cells, luminescence; 0.69% of 350,000 active; inhibition, % at 12.5 µM; in the data active means inhibition above about 41%;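 further: 0% = neutral control wells and 100% = reference inhibitor control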
TROY signal inh: blocks TROY-dependent signaling in reporter cells; AID 1347056; inhibition, % at 10 µM; 0.98% of 360,000 active; Q293 LMP1-TROYcd NF-kB luciferase reporter, 4 h;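 active means compounds whose plate-normalised and pattern-corrected inhibition of the luciferase reporter signal at the single screening dose is 50% or more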
NR5A2 inv ag: suppresses constitutive activity of human LRH-1; O00482; HEK293T StAR-luciferase reporter, LRH-1 transfected, 24 h; inhibition, % at 3.6 µM; 0.13% of 360,000 active; AID 602396;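 active means inhibition above the mean inhibition of all tested compounds plus 3 SD, cut at about 73% in these data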;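 further: 0% = DMSO wells and 100% = reporter-only cells lacking LRH-1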
Active calls of the source: *; · = not tested or not shown. A portion of the library; count on the stated rates, not on these rows.

SMILES	SRC3 inh	TRAIL sens C8	TLR9-MyD88 block	NOD2 RIPK2 PPI	SRC1 inh	NR2F2 inh	NCOA2 inhibitor	Vif inh	EBV LMP1 NFkB	TROY signal inh	NR5A2 inv ag
Cc1cc(C(=O)OCC(=O)NC2CCC(C)CC2)c(C)o1 (centres undefined)	5	-4	-12	2	5	14	-27	5	30	-28	-4
O=c1[nH][nH]cc1C=Nc1ccccc1Cl	-3	4	-5	-10	-5	-8	1	-5	1	1	-9
Nn1cc(-c2ccccc2)nc1SCC(=O)NCC(F)(F)F	6	-6	-3	1	9	6	9	1	31	-1	2
CCOC(=O)C1=CCN(S(=O)(=O)c2ccc(F)cc2)C1c1ccc(F)cc1 (centres undefined)	·	6	·	1	·	4	5	·	·	·	9
COc1ccccc1NS(=O)(=O)c1ccc(C(=O)NCC(c2ccco2)N2CCCCC2)cc1 (centres undefined)	6	23	0	2	-7	-8	-6	6	-2	10	-52
CC(=O)n1ccnc1	-2	-11	-5	-3	-3	-11	-36	0	-6	13	-1
CCCn1c(=O)c2ccccc2n2c(SCC(=O)c3ccccc3)nnc12	-2	-4	3	-1	5	3	2	1	-5	-3	24
CN(C)c1ccc(NC(=O)CCCCCn2nnc3ccccc3c2=O)cc1	-12	-4	1	-3	-12	14	4	-3	2	12	-3
NC(=O)C1(N2CCCCC2)CCN(S(=O)(=O)c2ccccc2)CC1	16	-12	0	-2	-2	6	6	6	1	6	-15
CCn1nc(C(=O)Nc2ccc(Cl)c(S(=O)(=O)N3CCOCC3)c2)c2ccccc2c1=O	12	15	7	-4	2	3	-7	-3	0	11	9
Cc1ccc(S(=O)(=O)/N=C(\N)c2ccc(Cl)cc2)cc1	-6	-1	-4	-7	-13	17	2	-7	8	-6	-8
Cc1c(C(=O)NCc2cccnc2)sc2ncn(CC(=O)N3CCCCC3C)c(=O)c12 (centres undefined)	12	-7	-3	-2	1	7	4	·	-2	0	-13
CC1CCCC(C)N1C(=O)COC(=O)c1cc(F)c(F)cc1Cl (centres undefined)	-3	-8	-7	1	-12	6	-8	-2	2	-18	14
COc1cccc(NC(=O)CN2C(=O)C(c3ccc(C)cc3)=NC23CCCCCC3)c1	16	5	10	-9	-7	6	-5	-2	9	7	-3
CC(=NNC(=S)N(Cc1ccccn1)Cc1ccccn1)c1cnccn1	4	12	-5	-16	-8	8	1	8	81*	5	-3
Cc1cc(C)c2sc(N(CCN(C)C)C(=O)c3ccc4ccccc4c3)nc2c1	-15	14	-3	-6	2	-6	-25	5	4	-31	-12
Cc1cccc(C)c1NC(=O)C1CCCN1C(=O)Nc1cccc(F)c1 (centres undefined)	20	3	-11	-1	4	0	9	6	1	-26	-17
CCC1(CC)C(=O)N=C2c3ccccc3C(=O)N21	9	-3	-8	2	0	-6	11	-7	-5	4	12
Nc1cc(C(Cl)=C(Cl)Cl)c(S(N)(=O)=O)cc1S(N)(=O)=O	-18	9	2	0	-10	-21	-12	1	35	1	10
C[C@@H](NC(=O)CN1C(=O)c2ccccc2S1(=O)=O)c1ccccc1	24	6	-8	-7	5	10	3	-2	-5	-33	13
Cc1ccc2c(c1)N(CC(=O)N1CCN(c3nc4ccccc4s3)CC1)C(=O)C(C)O2 (centres undefined)	-5	21	1	6	-16	14	-33	·	11	23	8
Cc1ccc(CNC(=O)Nc2ccccc2)c(C)c1	-73	44	5	-4	-115	-32	-77	-16	-25	-24	-93
CCOC(=O)c1ccc2c(c1)N(CC)C(=O)c1ccccc1S2	-3	10	5	-9	7	·	·	2	10	7	14
CCCn1c(N)c(N(CCOC)C(=O)/C=C/c2ccc(C(=O)OC)cc2)c(=O)[nH]c1=O	17	12	-1	-2	-25	12	-8	0	0	2	-2

Screening results (PubChem BioAssay)
